High-throughput results (PubChem BioAssay)
AmpC detergent: qHTS Inhibitors of AmpC Beta-Lactamase (assay with detergent) | AmpC hydrolysis of nitrocefin, absorbance 480 nm, 0.01% Triton | P00811 | Potency, µM (highest dose often 114 µM), without a hit: at the highest dose activity change, negative = inhibition, usual class: inhibitors | 370,000 tested, 0.041% active;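 further: potency means the concentration at half of the fitted maximal effect; 0% = no-compound wells and -100% = no-enzyme wells; nearly all actives have a fitted effect of over 25% in size; some results filed as inactive show a strong effect at the top dose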
Target sequence (P00811 whole entry, looked up): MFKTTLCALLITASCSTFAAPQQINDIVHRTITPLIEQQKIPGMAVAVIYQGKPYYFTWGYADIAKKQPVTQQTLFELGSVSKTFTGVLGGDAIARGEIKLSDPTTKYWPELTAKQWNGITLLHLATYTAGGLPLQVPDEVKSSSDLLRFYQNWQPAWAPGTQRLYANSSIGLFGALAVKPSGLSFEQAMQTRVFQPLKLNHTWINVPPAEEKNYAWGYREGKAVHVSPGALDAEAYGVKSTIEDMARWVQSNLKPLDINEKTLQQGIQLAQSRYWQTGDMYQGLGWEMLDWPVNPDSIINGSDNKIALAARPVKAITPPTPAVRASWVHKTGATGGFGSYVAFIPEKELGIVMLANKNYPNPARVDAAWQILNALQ
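AmpC (5.3 nM in the dispensed reagent) in 20 mM phosphate pH 7.0 with 0.01% (detergent screen) or 0.0001% Triton X-100 was preincubated with compounds for 15 min at room temperature. Nitrocefin was then added from an 800 uM solution, and hydrolysis was followed at 480 nm.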
FBPA Giardia inh: qHTS Assay for Inhibitors of Fructose-1,6-bisphosphate Aldolase from Giardia Lamblia; A8B2U2; purified Giardia FBPA; Potency, µM (highest dose often 59.6 µM), for inactives: top-dose activity, negative = inhibition, hits mostly inhibitors; 290,000 tested, 0.71% active; AID 2451, 2010; further: potency means the concentration at half of the fitted maximal effect; on the % scale 0 is the no-effect control and ±100 the full control effect; nearly all actives have a fitted effect of over 55% in size
Target sequence (A8B2U2 whole entry, looked up): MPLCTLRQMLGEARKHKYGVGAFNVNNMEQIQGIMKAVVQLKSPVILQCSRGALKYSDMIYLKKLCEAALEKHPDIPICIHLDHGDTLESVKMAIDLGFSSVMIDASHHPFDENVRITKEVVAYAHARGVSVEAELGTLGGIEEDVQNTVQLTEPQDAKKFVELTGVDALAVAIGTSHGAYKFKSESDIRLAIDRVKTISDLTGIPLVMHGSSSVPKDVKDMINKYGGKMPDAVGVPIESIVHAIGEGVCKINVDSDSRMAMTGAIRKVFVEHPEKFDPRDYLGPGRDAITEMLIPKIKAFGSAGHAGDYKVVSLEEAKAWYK
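Giardia FBPA (40 nM reagent) was preincubated 10 min at RT with compound (up to 57.5 uM final), then substrate plus GAPDH/TPI/NAD/arsenate coupling system with diaphorase/resazurin was added; resorufin fluorescence (525/598 nm) was read after 20 min.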
Cycloheximide cs: Cycloheximide Counterscreen for Small Molecule Inhibitors of Shiga Toxin; cell reporter, cycloheximide protein synthesis inhibition counterscreen; max response, %; 300,000 tested, 12% active; in the data active means max response mostly above about 13%, no sharp cut-off; inactive means mostly below about 14%; further: read at 38.3 µM for the half of the compounds with a filed dose; 0% is about no effect
Shiga toxin inh: A qHTS for Small Molecule Inhibitors of Shiga Toxin; Vero cells, Shiga toxin protein synthesis inhibition reporter; inhibition, % at 38.7 µM; 290,000 tested, 9.2% active; AID 2315, 2010; in the data active means inhibition mostly above about 28%, no sharp cut-off; inactive means mostly below about 43%; further: 0% is about no effect
HCMV inh: qHTS Assay for inhibitors of the human cytomegalovirus (HCMV); HFF cells, HCMV-luciferase reporter, 72 h; stronger effect = lower value; activity change, negative = inhibition, % at 57.5 µM; 410,000 tested, 4.5% active; in the data active means activity change below about -60%; inconclusive means no clear call, values can overlap the other calls; inactive means above about -39%; further: on the % scale 0 is the no-effect control and ±100 the full control effect
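HFF cells seeded 16 h at 37C, treated with compounds, infected with luciferase-reporter HCMV at MOI 1 PFU/cell; luciferase read at 72 h post infection, normalized to buffer-only and Salinomycin controls.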
AmpC inh no detg: qHTS Inhibitors of AmpC Beta-Lactamase (assay without detergent); P00811; AmpC nitrocefin hydrolysis, absorbance 480 nm, 0.0001% Triton; Potency, µM (titrated, usually from 57.1 µM), for inactives: at the highest dose activity change, negative = inhibition, hits mostly inhibitors; 330,000 tested, 0.52% active; AID 485341, 2010;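 further: potency means the concentration at half of the fitted maximal effect; plate controls were no compound for no effect and no enzyme for full effect; nearly all actives have a fitted effect of over 20% in size; some results filed as inactive show a strong effect at the top dose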
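AmpC (5.3 nM in the dispensed reagent) in 20 mM phosphate pH 7.0 with 0.01% (detergent screen) or 0.0001% Triton X-100 was preincubated with compounds for 15 min at room temperature. Nitrocefin was then added from an 800 uM solution, and hydrolysis was followed at 480 nm.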
AMA1 RON2 block: qHTS for Inhibitors of AMA1-RON; Towards Development of Antimalarial Drug Lead: Primary Screen; Potency, µM (top dose mostly 58.2 µM), inactives show at the top dose activity change, negative = inhibition, hits mostly inhibitors; AlphaScreen AMA1-biotinylated RON2 peptide binding; 360,000 tested, 0.2% active; Plasmodium falciparum AMA1 (3D7) - RON2 peptide interaction; AID 720542, 2013;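 further: potency means the concentration at half of the fitted maximal effect; 0% = vehicle wells and -100% = peptide control; nearly all actives have a fitted effect of over 45% in size; some results filed as inactive show a strong effect at the top dose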
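AMA1 (3D7) with his tag at 25 nM final met compounds first, then biotinylated RON2 peptide at 25 nM; detection used donor plus acceptor beads, 10 µg/mL apiece, read by AlphaScreen after 30 min at room temperature.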
* = called active by the depositor; [ ] = another dose, or the depositor's remark. Unless noted, the call rests on the fitted dose curve; in most records, active means well fitted curve in the direction sought with a large enough effect; inconclusive means small, poorly fitted or top-dose-only effect, or another doubt; inactive means no such curve, though single readings can be large; an effect the other way counts as inactive or inconclusive.

For O=C(O)c1cccc2c1NC(c1cccc([N+](=O)[O-])c1)C1CC(Sc3ccccc3[N+](=O)[O-])C(Cl)C21 (stereo not given) the results were AmpC detergent -4%, FBPA Giardia inh 3%, Cycloheximide cs 16, Shiga toxin inh 33, HCMV inh -5, AmpC inh no detg inconclusive and AMA1 RON2 block -21%.
COc1ccc(CSc2nncn2N)cc1Br was read as AmpC detergent inconclusive, FBPA Giardia inh 0%, Cycloheximide cs -6, Shiga toxin inh -10, HCMV inh 40, AmpC inh no detg -7% and AMA1 RON2 block 6%.
`CCc1nnc(NC(=O)CCC(=O)N2CCN(Cc3cc(F)ccc3OC)CC2)s1` gave AmpC detergent 0%, FBPA Giardia inh 5%, Cycloheximide cs -1, Shiga toxin inh 17, HCMV inh -11, AmpC inh no detg 68%[activator] and AMA1 RON2 block 3%.
Screening CCCCOCCCNC(=O)c1ccc(NC(C)=O)cc1 returned AmpC detergent 0%, FBPA Giardia inh -4%, Cycloheximide cs -4, Shiga toxin inh -11, HCMV inh -8, AmpC inh no detg -2% and AMA1 RON2 block -3%.
S=c1[nH]nc(COc2ccc(Cl)cc2)n1Cc1ccco1 was read as AmpC detergent 3%, FBPA Giardia inh 1%, Cycloheximide cs 6, Shiga toxin inh -1, HCMV inh inconclusive, AmpC inh no detg -21% and AMA1 RON2 block 69%[activator].
For CCc1ccc(OCC2c3cc(OC)c(OC)cc3CCN2C(=S)NCCOC)cc1 (stereo not given) the results were AmpC detergent inconclusive, FBPA Giardia inh -4%, Cycloheximide cs -2, Shiga toxin inh -14, HCMV inh 120, AmpC inh no detg 161%[activator] and AMA1 RON2 block -27%.
`O=C(CSc1nc2ccccc2[nH]1)NC1CCCc2ccccc21` (stereo not given) gave AmpC detergent 4%, FBPA Giardia inh inconclusive, Cycloheximide cs -7, Shiga toxin inh -11, HCMV inh -37, AmpC inh no detg -11% and AMA1 RON2 block -6%.
`CCC(C)C(N)C(=O)NC(CC(N)=O)C(=O)NC(CC(C)C)C(=O)NC(CCCCN)C(=O)NC(C)C(=O)NC(CC(C)C)C(=O)NC(C)C(=O)NC(C)C(=O)NC(CC(C)C)C(=O)NC(C)C(=O)NC(CCCCN)C(=O)NC(CCCCN)C(=O)NC(C(=O)NC(CC(C)C)C(N)=O)C(C)CC` (stereo not given) gave FBPA Giardia inh 0%, Cycloheximide cs -9 and Shiga toxin inh -16.
Screening CCCCN(C(=O)c1ccc(-c2ccc(Cl)cc2)o1)c1c(N)n(CCCC)c(=O)[nH]c1=O returned AmpC detergent 11%, HCMV inh 5, AmpC inh no detg -23% and AMA1 RON2 block 2%.
For NC(=O)c1cccnc1Nc1cccc(F)c1 the results were AmpC detergent inconclusive, FBPA Giardia inh 0%, Cycloheximide cs 12, Shiga toxin inh 37, HCMV inh -21, AmpC inh no detg -33% and AMA1 RON2 block 5%.
For CCOC(=O)C1CCN(C(=O)CCNC(=O)Cn2ccc3ccccc3c2=O)CC1 the results were AmpC detergent -8%, FBPA Giardia inh 5%, Cycloheximide cs 4, Shiga toxin inh -2, HCMV inh 7, AmpC inh no detg -2% and AMA1 RON2 block 4%.
Screening Cc1ccc2nc(NC(=O)[C@H](C)N3C(=O)C4CC=CCC4C3=O)sc2c1 (stereo not given in full) returned AmpC detergent 3%, FBPA Giardia inh 1%, Cycloheximide cs 33*, Shiga toxin inh 37*, HCMV inh -14, AmpC inh no detg -26%[11.4 µM] and AMA1 RON2 block -6%.
Cc1ccnc(SCCn2c(N3CCCCC3)nc3c2c(=O)[nH]c(=O)n3C)n1 was read as AmpC detergent -7%, FBPA Giardia inh -14%, Cycloheximide cs -5, Shiga toxin inh -7 and AmpC inh no detg -11%.
`COc1ccc(-c2nc(CSCC(=O)N3CCN(C(=O)c4ccco4)CC3)c(C)o2)cc1OC` gave AmpC detergent -12%, FBPA Giardia inh 2%, Cycloheximide cs -3, Shiga toxin inh 25, HCMV inh 11, AmpC inh no detg 45% and AMA1 RON2 block 2%.
Screening CC1CCN(c2nnc(N3CCC(C)CC3)c3ccccc23)CC1 returned AmpC detergent 9%, FBPA Giardia inh 5%, Cycloheximide cs 7, Shiga toxin inh 22, HCMV inh 7, AmpC inh no detg -5% and AMA1 RON2 block -1%.
Cc1cc(C)c(C(=O)N2CCCC(CNS(=O)(=O)N(C)C)C2)o1 (stereo not given) was read as AmpC detergent -6%, FBPA Giardia inh 1%, Cycloheximide cs 11, Shiga toxin inh 16, HCMV inh 11, AmpC inh no detg 2% and AMA1 RON2 block -3%.
`O=C(CCCCCNC(=O)c1ccccc1)N/N=C/c1ccc(O)cc1O` gave AmpC detergent 6%, FBPA Giardia inh -24%, Cycloheximide cs -9, Shiga toxin inh -16, HCMV inh -15, AmpC inh no detg -29% and AMA1 RON2 block 72%[activator].
CC(=O)c1ccccc1OCC(O)CN1CCN(CCN2C(=O)c3cccc4cccc(c34)C2=O)CC1 (stereo not given) was read as AmpC detergent 1%, FBPA Giardia inh 1%, Cycloheximide cs -4, Shiga toxin inh 10, HCMV inh -65*, AmpC inh no detg 179%[activator] and AMA1 RON2 block -7%.
Screening O=C(CCN1CCCCCC1)Nc1ccc(F)c(F)c1 returned AmpC detergent -12%, FBPA Giardia inh -1%, Cycloheximide cs -2, Shiga toxin inh 13, HCMV inh 29, AmpC inh no detg -11% and AMA1 RON2 block -7%.
For COc1cccc(C(=O)NC(=S)Nc2ccc3[nH]c(=O)[nH]c3c2)c1 the results were AmpC detergent -13%, FBPA Giardia inh inconclusive, Cycloheximide cs -7, Shiga toxin inh -5, HCMV inh 25, AmpC inh no detg -43% and AMA1 RON2 block 20%.
For O=C(CN1CCN(C(=O)c2ccc(-c3nc4ccccc4s3)o2)CC1)Nc1ccc(F)cc1 the results were AmpC detergent 1%, HCMV inh -2, AmpC inh no detg 193%[activator] and AMA1 RON2 block -8%.
C[C@H](CO)N1C[C@H](C)[C@@H](CN(C)C(=O)NC2CCCCC2)Oc2c(NC(=O)C3CC3)cccc2C1=O was read as HCMV inh -100*, AmpC inh no detg -1% and AMA1 RON2 block 3%.
`Cc1ccsc1C(=O)OCC(=O)c1ccc(OC(F)F)cc1` gave AmpC detergent -11%, HCMV inh -14, AmpC inh no detg -18% and AMA1 RON2 block 4%.
`CSc1nc(C)cc(OCC(=O)N2CCOCC2)n1` gave AmpC detergent 2%, FBPA Giardia inh 5%, Cycloheximide cs -1, Shiga toxin inh -1, HCMV inh -15, AmpC inh no detg -13% and AMA1 RON2 block 15%.
Screening COc1cc(-c2ccc(NC(=O)CN3CCC(C)CC3)c(OC)c2)ccc1NC(=O)CN1CCC(C)CC1 returned AmpC detergent -13%, FBPA Giardia inh 10%, Cycloheximide cs -1, Shiga toxin inh 8, HCMV inh 54, AmpC inh no detg -31% and AMA1 RON2 block 0%.
`CS(=O)(=O)N1CCCC(C(=O)Nc2ccccc2C(F)(F)F)C1` (stereo not given) gave AmpC detergent inconclusive, FBPA Giardia inh 11%, Cycloheximide cs 1, Shiga toxin inh -10, HCMV inh 1, AmpC inh no detg -2% and AMA1 RON2 block 12%.
COC(=O)CNC(=O)c1cn(CC(C)C)c(=O)c2cc(OC)c(OC)cc12 was read as AmpC detergent -5%, FBPA Giardia inh 7%, Cycloheximide cs -3, Shiga toxin inh -4, HCMV inh -1, AmpC inh no detg -8% and AMA1 RON2 block -2%.
`COc1ccc(/C=C/C(=O)NC(=S)NNC(=O)c2cccs2)cc1OC` gave AmpC detergent -7%, FBPA Giardia inh 15%, Cycloheximide cs 3, Shiga toxin inh 18, HCMV inh -38, AmpC inh no detg -3% and AMA1 RON2 block 62%[activator].
For COc1cccc(C(=O)Oc2cccc(N3C(=O)C4C5CC(C(Br)C5Br)C4C3=O)c2)c1 (stereo not given) the results were AmpC detergent -2%, FBPA Giardia inh 0%, Cycloheximide cs 3, Shiga toxin inh 13, HCMV inh 0 and AMA1 RON2 block 4%.
CC(=O)c1ccc(Cc2ncc(C(F)(F)F)cc2Cl)s1 was read as AmpC detergent -4%, FBPA Giardia inh -1%, Cycloheximide cs 1, Shiga toxin inh -3, HCMV inh -19, AmpC inh no detg 1% and AMA1 RON2 block 9%.
Screening COc1cccc(OCc2cc(C(=O)N3CCN(C4CCCC4)CC3)no2)c1 returned AmpC detergent -8%, Cycloheximide cs 2, Shiga toxin inh 33, HCMV inh -7, AmpC inh no detg 134%[activator] and AMA1 RON2 block -19%.
Screening Cc1ccc(NC(=O)COC(=O)c2c[nH]c3ccccc23)cc1C returned AmpC detergent inconclusive, HCMV inh 17, AmpC inh no detg -23% and AMA1 RON2 block -10%.
Screening O=C(CSc1n[nH]c(=O)n1C1CC1)Nc1ccc(OC(F)(F)F)cc1 returned HCMV inh -34, AmpC inh no detg -2% and AMA1 RON2 block 4%.
Screening CCOC(=O)N1CCC(NC(=O)COc2cc(=O)n(C)c3ccccc23)CC1 returned AmpC detergent inconclusive, FBPA Giardia inh -12%, Cycloheximide cs -5, Shiga toxin inh -18, HCMV inh 40, AmpC inh no detg 3% and AMA1 RON2 block 17%.
Screening COc1ccc(CCNC(=O)C(=O)Nc2ccc3c(c2)OCCO3)cc1OC returned AmpC detergent -1%, FBPA Giardia inh 1%, Cycloheximide cs 1, Shiga toxin inh -9, HCMV inh inconclusive, AmpC inh no detg -17% and AMA1 RON2 block -3%.
CSc1nc(-c2ccco2)nn1C(=O)c1ccco1 was read as AmpC detergent -9%, FBPA Giardia inh -21%, Cycloheximide cs -4, Shiga toxin inh -15, HCMV inh 27, AmpC inh no detg -21% and AMA1 RON2 block -2%.
Cc1cc(NCCCN2CCOCC2)n2ncc(-c3ccc(Cl)cc3)c2n1 was read as AmpC detergent inconclusive, FBPA Giardia inh -11%, Cycloheximide cs 22*, Shiga toxin inh 59, HCMV inh 55, AmpC inh no detg -2% and AMA1 RON2 block 35%[activator].
`COC(=O)CC1(CC(=O)OC)C(=O)N(c2ccccc2)C(=O)N(c2ccccc2)C1=O` gave AmpC detergent 2%, FBPA Giardia inh 0%, Cycloheximide cs -4, Shiga toxin inh -2, HCMV inh -2, AmpC inh no detg 5% and AMA1 RON2 block 15%.
Screening O=C(CN(C1CCCCC1)S(=O)(=O)c1ccc(Br)cc1)NCc1ccncc1 returned AmpC detergent inconclusive, FBPA Giardia inh 2%, Cycloheximide cs -3, Shiga toxin inh -13, HCMV inh -9, AmpC inh no detg 52% and AMA1 RON2 block -8%.
